KB-3-1 tox – KB-3-1 parental cell cytotoxicity; KB-3-1 viability, CellTiter-Glo ATP luminescence, 72 h; Potency, µM (series often up to 46.1 µM), inactives show at the top dose activity change, negative = cytotoxic, usual class: cytotoxic; actives 1.4% (n = 400,000); AID 1347075; note: % is set by controls: 0 for no effect and ±100 for the full control effect; nearly all actives have a fitted effect of over 60% in size
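Cytotoxicity measured as CellTiter-Glo luminescence after 72 h at 37 C. Compound titrations were pinned onto drug-naive KB-3-1 parental adenocarcinoma cells grown in DMEM with 10% FBS, and normalized data fitted to concentration-response curves.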
GLP1R cytotox – cytotoxic in the GLP-1 receptor inverse agonist counter-screen; HEK293 cAMP-luciferase reporter cells, luminescence, 24 h; Potency, µM (doses to about 38.3 µM), for the others: at the top dose activity change, negative = inhibition, hits mostly inhibitors; AID 624418; actives 0.13% (n = 410,000);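 note: loss of luciferase light is scored as toxicity; % is set by controls: 0 for no effect and ±100 for the full control effect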
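To flag toxic compounds, the library was rerun on cells for 24 hr at 37 deg C and 5% CO2. Viability-linked luminescence was captured 12 min after adding luciferase detection reagent.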
SW480 rereplic – inducers of DNA re-replication in SW480 colon cancer cells | actives 1.8% (n = 340,000) | SW480 DNA re-replication, Hoechst DNA content imaging, 48 h | Potency, µM (titrated, usually from 46.1 µM), inactives show at the highest dose re-replication activation, hits mostly activators; note: % of control where 0% means no effect; nearly all actives have a fitted effect of over 55% in size
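Cells (250 per well) received 23 nL compound or DMSO by pin tool and were kept 48 hr at 37 C, 5% CO2. Nuclei were then stained with Hoechst for 40 min and scanned for DNA content.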
HT1080 IDH1KD tx – HT-1080 IDH1 knockdown cell toxicity (counter line); HT-1080 IDH1 knockdown viability, ATP luminescence, 48 h; Potency, µM (doses to about 46.1 µM), for inactives: top-dose activity, negative = toxicity, hits mostly cytotoxic; actives 2% (n = 360,000); AID 686971;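 note: 0% = DMSO wells and -100% = cell-free medium wells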
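Viability of IDH1-knockdown HT-1080 fibrosarcoma cells was assessed by CellTiter-Glo after 48 h at 37 °C with titrated compound; concentration-effect curves were classified by fit quality and response size.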
TDP43 rescue – rescues yeast growth from TDP-43 toxicity | actives 1.8% (n = 410,000) | TDP-43 expressing yeast growth rescue, BacTiter-Glo, 24 h | Potency, µM (highest dose often 46.1 µM), inactives show at the top dose growth rescue (activation), most hits filed as activators; note: % of control where 0% means no effect; nearly all actives have a fitted effect of over 50% in size
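Cell-based yeast growth screen: TDP-43 expression induced in galactose, inoculum OD600=0.02 after raffinose pregrowth to mid-log. Read-out BacTiter-Glo luminescence at 24 hr, 30 deg C; inhibition of toxicity seen as signal increase.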
GLP-1R agonist – agonists of human GLP-1 receptor; AID 624172; Potency, µM (highest dose often 45.6 µM), for inactives: top-dose activation, most hits filed as activators; P43220; HEK293 GLP-1R CRE-luciferase, luminescence, 4-6 h; cells express a hypersensitive GLP-1R form; actives 0.007% (n = 380,000); note: % of control where 0% means no effect
Target sequence (P43220 whole entry, looked up): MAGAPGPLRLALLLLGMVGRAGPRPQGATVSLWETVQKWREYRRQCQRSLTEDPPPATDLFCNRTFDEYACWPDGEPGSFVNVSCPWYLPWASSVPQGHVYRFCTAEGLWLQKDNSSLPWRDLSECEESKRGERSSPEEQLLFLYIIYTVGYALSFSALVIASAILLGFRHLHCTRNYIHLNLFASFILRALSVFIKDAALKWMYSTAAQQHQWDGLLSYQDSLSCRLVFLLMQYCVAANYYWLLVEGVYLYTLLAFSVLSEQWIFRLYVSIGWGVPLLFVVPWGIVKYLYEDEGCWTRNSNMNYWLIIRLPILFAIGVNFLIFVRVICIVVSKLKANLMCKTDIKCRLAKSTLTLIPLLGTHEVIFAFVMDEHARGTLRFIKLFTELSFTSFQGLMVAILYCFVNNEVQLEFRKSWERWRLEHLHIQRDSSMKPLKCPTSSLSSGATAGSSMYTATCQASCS
GLP-1R inv ag – inverse agonists of human GLP-1 receptor; HEK293 GLP-1R CRE-luciferase, luminescence, 24 h; GLP-1R form is constitutively active; Potency, µM (doses to about 38.3 µM), for inactives: top-dose activity change, negative = inhibition, actives largely listed as inhibitors; actives 1.6% (n = 410,000); note: % is set by controls: 0 for no effect and ±100 for the full control effect; nearly all actives have a fitted effect of over 55% in size
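Seeding at 200 cells/uL, 12 h culture, 24 hr compound treatment, then luciferase reagent and a luminescence read; cells are HEK293 stably expressing a constitutively active GLP-1R plus cAMP-responsive luciferase.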
HT1080NT lethal – kills 2HG-producing HT-1080-NT fibrosarcoma cells. HT-1080-NT fibrosarcoma viability, CellTiter-Glo ATP luminescence, 48 h. Potency, µM (highest dose often 46.1 µM), without a hit: top-dose activity, negative = less viability, actives largely listed as cytotoxic. actives 1.6% (n = 360,000). AID 686970;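 note: NT is the 2HG producing partner of a matched IDH1 knockdown line; 0% = DMSO-treated cells and -100% = media-only wells without cells; nearly all actives have a fitted effect of over 55% in size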
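HT-1080-NT fibrosarcoma cells (2HG-overproducing), 750 cells/well in RPMI with 5% FBS, dosed after 2 h and incubated 48 h at 37C. CellTiter-Glo luminescence normalized to DMSO and no-cell wells; concentration-response curves fitted and classed.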
KB-V1 cytotox – kills drug-selected multidrug resistant KB-V1 cells | KB-V1 MDR cells viability, CellTiter-Glo, 72 h | Potency, µM (series often up to 46.1 µM), for inactives: top-dose activity change, negative = cytotoxicity, actives largely listed as cytotoxic | actives 3.4% (n = 400,000) | AID 1347076; note: % is set by controls: 0 for no effect and ±100 for the full control effect; nearly all actives have a fitted effect of over 60% in size
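KB-V1 cells (P-gp-expressing MDR subline of KB-3-1) in phenol-red-free DMEM with 10% FBS were exposed to library compounds over a concentration series for 72 h at 37 degrees C. Viability read by CellTiter-Glo luminescence; concentration-effect curves fitted after normalization.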
An asterisk follows results filed as active; ? = inconclusive; . = not tested or not shown; [ ] = another dose, or the depositor's remark. Calls come from the whole dose curve; as a rule, active = well fitted curve in the direction sought with a large enough effect; inconclusive = small, poorly fitted or top-dose-only effect, or another doubt; inactive = no such curve, though single readings can be large; an effect the other way counts as inactive or inconclusive. Potency is the fitted concentration of half-maximal effect. Not a hit list; 9.4% or so of the library scored in one or more.

1) CCCCN1CC(=O)N2[C@H](c3ccc(Cl)cc3)[C@@H]3C(=O)N(CC)C(=O)[C@@H]3[C@]2(Cc2ccccc2)C1=O
2) CCNC(=O)C1(C)CCCN(C(=O)c2cc(-c3ccccc3)cs2)C1 (stereo not drawn)
3) O=C(COC(=O)c1c(F)cccc1F)Nc1ccc(N2CCCCC2)cc1
4) COCCCNC(=O)C1CCN(C(=O)c2cc3sccc3n2Cc2ccc(F)cc2)CC1
5) CC1CCN(C(=O)c2ccc3c(c2)NC(=O)/C(=C/c2ccccc2)S3)CC1
6) CC(=O)c1cccc(N(CC(=O)Nc2ccccc2F)S(C)(=O)=O)c1
7) CCc1c(C)sc(NC(=O)c2cccs2)c1C(=O)OC(C)C
8) CCOc1ccc(C(=O)N2CCN(CC(=O)N3CCCC3)CC2)cc1OCC
9) Cc1cc(NC(=O)NCC(F)(F)F)no1
10) CCOc1ccc(C(=O)c2cnc3ccc(Cl)cc3c2S(=O)(=O)c2ccc(C)cc2)cc1

compound no.	1	2	3	4	5	6	7	8	9	10
KB-3-1 tox	-2%	0%	1%	3%	0%	-2%	-1%	20%	9%	4%
GLP1R cytotox	0%	-11%	-26%	-7%	-21%	12%	-28%	3%	11%	3%
SW480 rereplic	-2%	.	-2%	0%	13%	3%	9%	-18%	-5%	.
HT1080 IDH1KD tx	-5%	-1%	-11%	-5%	?	3%	8%	-2%	5%	.
TDP43 rescue	-18%	7%	15%	-14%	?	-22%	-4%	?	-3%	19%
GLP-1R agonist	-1%	7%	0%	-1%	2%	10%	-6%	9%	-1%	.
GLP-1R inv ag	7%	-6%	12%	15%	?	6%	-9%	11%	6%	13%
HT1080NT lethal	1%	-3%	2%	2%	?	-11%	15%	-2%	11%	.
KB-V1 cytotox	-11%	-1%	?	?	-1%	-5%	4%	18%	16%	?

11) CCCOc1c(Cl)cc(/C=N/O)cc1OCC
12) CCCn1c(=NC(=O)c2ccco2)c(C(=O)OCC)cc2c(=O)n3ccccc3nc21
13) Cc1cccc(NS(=O)(=O)c2cccc(C(=O)NCCCN3CCOCC3)c2)c1
14) O=C(c1scc2c1CCCC2)N1CCCCC1
15) Cc1nn2c3c(cnc2c1-c1ccc(F)cc1)C(=O)CC(c1ccccc1)C3 (stereo not drawn)
16) COC(=O)CSc1nnc(CNC(=O)c2cccs2)n1-c1cccc(C)c1
17) O=C(N/N=C/c1ccc(Cl)cc1)c1nc2ccc([N+](=O)[O-])cc2c(=O)[nH]1
18) Cc1ccsc1CNC1CCCCC1
19) Cc1nc2ccccc2nc1CN1CCN(Cc2ccc(F)c(F)c2)C(CCO)C1 (stereo not drawn)
20) CCSc1cc(C)nc2c(-c3ccc(Cl)cc3)c(C)nn12

compound no.	11	12	13	14	15	16	17	18	19	20
KB-3-1 tox	-6%	0%	-2%	-1%	-1%	-5%	-2%	20%	0%	7%
GLP1R cytotox	18%	149%[activator]	-11%	-16%	2%	-5%	8%	-3%	0%	-2%
SW480 rereplic	9%	-2%	-7%	-13%	.	-2%	3%	-47%[inhibitor]	27%	18µM*
HT1080 IDH1KD tx	?	0%	5%	9%	.	13%	9%	8%	1%	14%
TDP43 rescue	?	-18%	-13%	1%	4%	5%	2%	25%	-6%	-1%
GLP-1R agonist	16%	4%	12%	-4%	0%	1%	-5%	-6%	13%	11%
GLP-1R inv ag	-27%	169%[activator]	-32%	-29%	-1%	9%	-2%	3%	-15%	24%
HT1080NT lethal	-29%	18%	5%	11%	.	14%	7%	9%	-4%	4%
KB-V1 cytotox	?	0%	3%	9%	4%	4%	0%	-1%	5%	5%

21) NC(=NC(=O)c1ccc(Cl)cc1)N1N=CCC1c1ccccc1 (stereo not drawn)
22) Cc1ccccc1NC(=O)/C(=C\c1cccs1)NC(=O)c1ccco1
23) CCOC(=O)c1ccc(NC(=O)CCC(=O)OC)cc1
24) Cc1nn(CCCC(=O)NCc2ccccc2)c(=O)c2nccn12
25) Cc1nn2c(NCCN(C)C)c3c(nc2c1-c1ccccc1)CCC3
26) COc1ccc(-n2c(=S)[nH]c3ccccc3c2=S)cc1
27) O=C(NCc1ccc2c(c1)OCO2)c1ccc2c(c1)N(Cc1ccccc1)C(=O)c1ccccc1S2=O (stereo not drawn)
28) COCCNC(=O)c1cc(-c2cccc(OC)c2)on1
29) CC(OC(=O)CNC(=O)c1ccc(Cl)c([N+](=O)[O-])c1)C(=O)NCc1ccco1 (stereo not drawn)
30) Cc1c(C(=O)NN)nn(-c2ccc(Cl)cc2)c(=O)c1C#N

compound no.	21	22	23	24	25	26	27	28	29	30
KB-3-1 tox	-2%	1%	-5%	10%	-1%	0%	-9%	-12%	9%	0%
GLP1R cytotox	8%	4%	-6%	-2%	8%	-23%	-8%	7%	2%	11%[7.66 µM]
SW480 rereplic	7%	-1%	1%	-2%	0%	5%	.	9%	-91%[inhibitor]	-4%
HT1080 IDH1KD tx	?	17%	-5%	0%	5%	-2%	.	-4%	5%	-1%
TDP43 rescue	?	-4%	-13%	17%	13%	5%	-38%[inhibitor]	-7%	-12%	4%
GLP-1R agonist	9%	-14%	4%	5%	15%	-3%	1%	0%	9%	-1%
GLP-1R inv ag	?	-14%	0%	8%	?	-13%	9%	-15%	0%	7%[7.66 µM]
HT1080NT lethal	-9%	9%	0%	-5%	3%	-5%	.	4%	3%	8%
KB-V1 cytotox	21%	7%	4%	0%	0%	1%	8%	-28%	4%	1%

31) CC1=C(C#N)c2nc(N)c(C#N)c(C)c2/C1=C\c1ccc(-c2ccccc2C(=O)O)o1
32) Cc1ccc(C(=O)N[C@H](C(=O)Nc2cc(Cl)cc(Cl)c2)C(C)C)cc1
33) O=C(CCCn1c(=S)[nH]c2ccccc2c1=O)NC1CCCCC1
34) COc1ccc(NCC(=O)N/N=C2\CCc3ccccc32)cc1
35) CCCCCCCCn1cnc2c(N)c(C)c(C)cc21
36) COc1ccc(S(=O)(=O)NNC(=O)C2CC(c3cccnc3)=NO2)cc1 (stereo not drawn)
37) COCCCNC(=O)Cn1nnc(-c2ccc(NC(=O)c3ccccc3F)cc2)n1
38) O=C(CC1c2cc(F)ccc2C=C(c2ccsc2)N1c1ccc(C#CCCO)cc1)c1ccco1 (stereo not drawn)
39) O=C(Nc1cccc(O)c1)c1cccc(S(=O)(=O)N2CCCCCC2)c1
40) Nc1cc(=O)[nH]c(SCC(=O)NC2CCCCCCC2)n1

compound no.	31	32	33	34	35	36	37	38	39	40
KB-3-1 tox	2%	7%	-5%	11%	2%	15%	3%	?	-1%	-1%
GLP1R cytotox	4%	9%	-13%	-14%	?	-33%	2%	5%	-25%	2%
SW480 rereplic	-4%	-5%	3%	8%[1.84 µM]	11%	-122%[inhibitor]	-1%	.	-9%	-1%
HT1080 IDH1KD tx	-12%	24%	-6%	1%	?	7%	10%	?	-19%	-3%
TDP43 rescue	-10%	16%	-12%	.	-23%	?	-4%	65%	-8%	0%
GLP-1R agonist	1%	2%	-4%	-4%	3%	0%	3%	-2%	19%	9%
GLP-1R inv ag	-26%	-13%	28%	-2%	?	-21%	7%	?	?	-5%
HT1080NT lethal	-12%	21%	-2%	6%	?	10%	0%	?	?	-5%
KB-V1 cytotox	23%	0%	0%	-9%	?	14%	-7%	0%	?	-17%

Single records, as listed above:
CCSc1cc(C)nc2c(-c3ccc(Cl)cc3)c(C)nn12 across the screens: KB-3-1 tox: 7%; GLP1R cytotox: -2%; SW480 rereplic: 18µM*; HT1080 IDH1KD tx: 14%; TDP43 rescue: -1%; GLP-1R agonist: 11%; GLP-1R inv ag: 24%; HT1080NT lethal: 4%; KB-V1 cytotox: 5%
O=C(c1scc2c1CCCC2)N1CCCCC1 across the screens: KB-3-1 tox: -1%; GLP1R cytotox: -16%; SW480 rereplic: -13%; HT1080 IDH1KD tx: 9%; TDP43 rescue: 1%; GLP-1R agonist: -4%; GLP-1R inv ag: -29%; HT1080NT lethal: 11%; KB-V1 cytotox: 9%
Cc1cc(NC(=O)NCC(F)(F)F)no1 across the screens: KB-3-1 tox: 9%; GLP1R cytotox: 11%; SW480 rereplic: -5%; HT1080 IDH1KD tx: 5%; TDP43 rescue: -3%; GLP-1R agonist: -1%; GLP-1R inv ag: 6%; HT1080NT lethal: 11%; KB-V1 cytotox: 16%

Additional results
41) O=C(Nc1ccccn1)Nc1ccccc1Cl
42) COc1ccccc1-n1c(C)nc2cc(C(=O)NCc3ccc4c(c3)OCO4)ccc21
43) Cc1cc(=O)n2[nH]c(SCc3ccc(Cl)cc3)nc2n1
44) CCOc1ccc(-n2c(SC(C)C(=O)OC)nc3c([nH]c4ccccc43)c2=O)cc1 (stereo not drawn)
45) COc1ccc(CCNC(=O)c2c(N)no[n+]2[O-])cc1OC
46) Cc1ccc(C(C)C)c(OCCNC(=O)c2ccccc2O)c1
47) O=C(NCc1ccccc1)C1=C[C@@H](c2ccc(Br)cc2)C[C@@H](OCc2ccc(CO)cc2)O1

compound no.	41	42	43	44	45	46	47
KB-3-1 tox	1%	-6%	11%	3%	4%	-17%	0%
GLP1R cytotox	-11%	-18%	8%	2%	9%	-30%	-5%
SW480 rereplic	2%	-11%	-15%	.	10%[1.84 µM]	0%	1%
HT1080 IDH1KD tx	8%	17%	-5%	.	5%	?	-18%
TDP43 rescue	16%	-14%	-5%	15%	.	-19%	14%
GLP-1R agonist	-2%	6%	3%	-4%	-5%	-8%	1%
GLP-1R inv ag	1%	-17%	1%	?	52%[activator]	?	?
HT1080NT lethal	8%	30%	-14%	.	-1%	?	-22%
KB-V1 cytotox	-18%	-6%	14%	-9%	?	?	3%

High-throughput results: PubChem BioAssay, National Center for Advancing Translational Sciences (NCATS)
